Source: PubChem BioAssay
NPYLR7 agonist: agonists of mosquito NPYLR7 receptor, primary screen, cell-based, Aedes aegypti, calcium fluorescence, mosquito biting behavior; HEK293T NPYLR7/Galpha15, GCaMP6s calcium fluorescence; actives 0.15% (n = 270,000); activation, % at 10 µM; Aedes aegypti neuropeptide Y-like receptor 7 (NPYLR7); in the data active means activation above about 40%;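 further: 0% = vehicle and 100% = reference agonist at the receptor; some compounds past the cut are filed as inactive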
mcGAS inh: cyclic GMP-AMP synthase inhibitors, mouse, primary biochemical chemiluminescence; AID 1259399, 2018; Q8C6L5; inhibition, % at 12.5 µM; recombinant cGAS, Kinase-Glo ATP depletion luminescence; actives 0.15% (n = 160,000);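 further: 0% = negative control wells and 100% = reference inhibitor with no enzyme activity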
hcGAS lum: Primary biochemical luminescence assay for human cyclic GMP-AMP synthase inhibitors | recombinant h-cGAS, ATP depletion, Kinase-Glo luminescence | inhibition, % at 12.5 µM | actives 0.081% (n = 290,000);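 further: 0% = vehicle reaction and 100% = reaction without DNA for no activity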
Target sequence (Q8N884 whole entry, looked up): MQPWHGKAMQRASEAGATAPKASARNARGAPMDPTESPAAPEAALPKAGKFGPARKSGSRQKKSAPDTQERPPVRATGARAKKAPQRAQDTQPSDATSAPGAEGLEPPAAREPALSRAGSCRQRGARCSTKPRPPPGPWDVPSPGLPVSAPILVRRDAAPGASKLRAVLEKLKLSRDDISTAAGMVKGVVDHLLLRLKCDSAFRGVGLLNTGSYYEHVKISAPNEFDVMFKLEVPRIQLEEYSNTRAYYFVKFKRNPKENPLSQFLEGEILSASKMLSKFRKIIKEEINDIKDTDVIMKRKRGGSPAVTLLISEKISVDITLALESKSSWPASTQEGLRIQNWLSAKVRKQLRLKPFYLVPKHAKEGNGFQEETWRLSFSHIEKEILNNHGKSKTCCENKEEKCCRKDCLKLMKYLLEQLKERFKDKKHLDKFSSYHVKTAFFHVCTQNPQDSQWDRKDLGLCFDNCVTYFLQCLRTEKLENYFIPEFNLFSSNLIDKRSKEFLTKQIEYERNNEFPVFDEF
An asterisk follows results filed as active; · = no result given; & = joins results of further samples. Unless noted, no stated cut-off is given here; in the data, active means inhibition above about 40%; inactive means the rest.

SMILES | NPYLR7 agonist | mcGAS inh | hcGAS lum
COc1ccc(Cl)cc1C(=O)NCCNc1cc(-n2cccn2)nc(C)n1 | -6.9 | -5.4 | -7.1
COc1ccc2c(c1OC)C(=O)OC2Nc1nccs1 (stereo unspecified) | 3.6 | -7.0 | -10.6
C[C@@H](NC(=O)c1cccnc1Nc1cccc(C(F)(F)F)c1)C(C)(C)C | -12.1 | 0.1 | 0.9
Cc1cc(Oc2cnn(C)c(=O)c2Nc2ccc(C(=O)NCc3ccccc3)cc2)ccc1Cl | 11.0 | -4.5 | -4.6
COc1cc2[nH]c3c(=O)n(CC(=O)N4CCN(c5ccccc5)CC4)cnc3c2cc1OC | · | -9.9 | -8.7
Cc1cccc(COC2CCCN(C(=O)c3ccccc3C)C2)c1 (stereo unspecified) | 5.0 | -3.8 | -0.9
CC1(C(=O)NS(=O)(=O)c2ccc(Cl)s2)CCN1C(=O)CC1CCCC1 (stereo unspecified) | 8.3 | · | 9.4
N#Cc1c(NC(=O)CN2C(=O)C3CC=C(Cl)CC3C2=O)sc2c1CCC2 (stereo unspecified) | -12.6 | -2.2 | 1.5
COc1cccc2c1OCC(NCc1ccc(C)o1)C2 (stereo unspecified) | 19.9 | -8.1 | -4.6
CCCc1c(O)nc(SCCN2CCOCC2)n(-c2ccccc2)c1=O | 4.5 | · | -1.5
CC(C)C1CN(c2ccnc3ccccc23)CCC(=O)N1CC1CC1 (stereo unspecified) | 5.5 | -10.4 | -2.8
O=C(Cn1cnnn1)NCC1CCCN(Cc2ccccc2F)C1 (stereo unspecified) | 29.3 | -11.1 | -7.0
Cc1ccc(-n2nnnc2CNC(=O)Nc2cccs2)cc1C | 3.4 | -5.4 | -5.5
CCN(CC)Cc1ccccc1Sc1ccccc1 | -0.7 | · | -3.6
O=C(c1cc(C2CC2)[nH]n1)N(CC1CCN(C2Cc3ccccc3C2)CC1)CC1CCCO1 (stereo unspecified) | -3.7 | -11.3 | -6.2
CNC(=O)NC(=O)Cn1ncc(Cl)c(Cl)c1=O | -0.3 | 1.2 | 1.9
O=C(c1ccccc1F)N(Cc1csc(COc2cccc3ccccc23)n1)C1CC1 | 19.0 | -5.7 | -3.9
N#CCCN(Cc1ccco1)C(=O)CN=C1NS(=O)(=O)c2ccccc21 | 1.6 | -6.5 | 2.2
Cc1nc(C)c(CN2CCC(C(=O)Nc3cccc(-c4ccco4)c3)CC2)nc1C | -6.7 | · | 2.5
CC(=O)NCc1cccnc1N(C)Cc1ccccc1 | 13.5 | · | -3.0
CC(C)c1csc(CNC2CC(C)(C)Cc3c2cnn3-c2ccc(F)cc2)n1 (stereo unspecified) | 3.8 | · | 0.5
CCN(CC)C(=O)c1sc2nc(-c3ccccn3)[nH]c(=O)c2c1C | -2.1 | -6.0 | -1.7
COc1ccccc1N1CCN(c2ccc(NC(=O)Nc3ccc(Cl)c(Cl)c3)cc2C(=O)NC(C)C)CC1 | -5.0 | 1.2 | 7.2
Cc1cc2c(N=Nc3ccccc3[N+](=O)[O-])c(O)[nH]c2cc1Br | -3.7 | · | -3.0
Cn1c(=O)n(Cc2ccc(Br)cc2)c(=O)c2c1nc1n2CCCN1CCc1ccccc1 | 8.9 | -6.1 | -3.5
CC(=O)N1CCN(c2ccccc2Cl)C(=O)C1C (stereo unspecified) | -9.5 | -3.6 | -4.1
CCCCNC(=O)N(CCCOC)CC(=O)N1CCc2sccc2C1c1ccccc1 (stereo unspecified) | 10.6 | -5.7 | -2.8
N#Cc1c(N)nc(SCc2ccc(Cl)cc2)c(C#N)c1-c1ccc(Br)cc1 | 4.2&6.8 | -7.7&-3.0 | 11.8&-4.4
Cn1ccn2ncc(C(=O)N3Cc4ccccc4CC3C(N)=O)c12 (stereo unspecified) | 19.1 | · | -9.8
CC(=O)O[C@H]1C[C@@]2(C)[C@@H](C[C@@H](O)C3[C@]2(C)CC[C@H]2[C@H](C)[C@H](O)CC[C@]32C)/C1=C(/CCC=C(C)C)C(=O)O (stereo partly specified) | -3.0&-1.9 | · | 0.0&-4.9
c1ccc(OCCCSc2n[nH]c3nc4ccccc4n23)cc1 | 1.8 | -3.8 | -2.8
Cc1cc(N2CCN(Cc3c(F)cccc3Cl)CC2)n2ncnc2n1 | 11.4 | -4.7 | 2.8
COCc1nc(C)nc(N2CCN(C(=O)c3ccc(C)c([N+](=O)[O-])c3)CC2)c1Cc1ccc(OC)cc1 | 0.8 | -5.1 | -2.9
Cc1ccc(N=c2c([N+](=O)[O-])nn(-c3ccc(Cl)cc3)n2O)cc1Br | -2.3 | · | -8.3
CCC(C(=O)N(CC(=O)N(CCc1c[nH]c2ccccc12)Cc1ccc(F)cc1)C(C)C)c1ccccc1 (stereo unspecified) | · | -5.5 | -3.1
COc1ccc(N2CCN(C(=O)c3nn(-c4ccccc4C)c(=O)cc3OC)CC2)cc1 | 0.5 | · | -1.4
Cc1noc(C)c1C(=O)Nc1cccc(OCC2CCCO2)c1 (stereo unspecified) | -21.5 | · | -8.3
Clc1ccc(NN=Cc2ccccn2)cc1Cl | 2.7 | · | -5.9
COC(=O)CCn1c(=O)c2c(nc3n(CCc4ccccc4)c(C)c(C)n23)n(C)c1=O | -4.2 | -5.5 | -1.2
CCC(CC)C(=O)N1N=C(c2cccc(NS(C)(=O)=O)c2)CC1c1ccc(F)cc1 (stereo unspecified) | · | -6.8 | -8.6
CCc1nc2ccc(C(=O)NCCOc3ccc(OC)cc3)cn2c1N(C=O)Cc1ccc(OC)cc1 | 1.3 | -0.7 | -2.6
COC(=O)c1ccc(Cn2cnc3c2c(=O)n(CC2CC2)c(=O)n3-c2ccc(Cl)cc2)o1 | · | -5.4 | -4.5
CCc1nc2ccc(C(=O)NCCN3CCOCC3)cn2c1N(CC)CC(=O)N(C)C | 11.2 | -2.7 | -0.8
COc1cccc(-c2cc(C(=O)O)nc3c(-c4ccccc4)c(C)nn23)c1 | -6.8 | · | 6.2
Cc1cccc(S(=O)(=O)N2CCN(c3ncccn3)CC2)c1 | -4.7 | · | -0.7
COc1ccc(CCNc2nnc(Cc3ccccc3)c(=O)[nH]2)cc1OC | -1.3 | -1.9 | 5.6
O=C(c1cc(-c2csc(-c3cccs3)n2)c[nH]1)N1CCCC1 | 0.0 | · | -11.9
CCN1C(=O)N(CCCc2cccnc2)C(=O)C12CCN(CCC1=C(C)CCCC1(C)C)CC2 | 11.8 | -16.2 | -4.6

Already shown: entries from further up.
SMILES | NPYLR7 agonist | mcGAS inh | hcGAS lum
Cc1cc(N2CCN(Cc3c(F)cccc3Cl)CC2)n2ncnc2n1 | 11.4 | -4.7 | 2.8
COCc1nc(C)nc(N2CCN(C(=O)c3ccc(C)c([N+](=O)[O-])c3)CC2)c1Cc1ccc(OC)cc1 | 0.8 | -5.1 | -2.9
Cc1ccc(N=c2c([N+](=O)[O-])nn(-c3ccc(Cl)cc3)n2O)cc1Br | -2.3 | · | -8.3
CCC(C(=O)N(CC(=O)N(CCc1c[nH]c2ccccc12)Cc1ccc(F)cc1)C(C)C)c1ccccc1 (stereo unspecified) | · | -5.5 | -3.1
COc1ccc(N2CCN(C(=O)c3nn(-c4ccccc4C)c(=O)cc3OC)CC2)cc1 | 0.5 | · | -1.4
Cc1noc(C)c1C(=O)Nc1cccc(OCC2CCCO2)c1 (stereo unspecified) | -21.5 | · | -8.3
Clc1ccc(NN=Cc2ccccn2)cc1Cl | 2.7 | · | -5.9
COC(=O)CCn1c(=O)c2c(nc3n(CCc4ccccc4)c(C)c(C)n23)n(C)c1=O | -4.2 | -5.5 | -1.2
CCC(CC)C(=O)N1N=C(c2cccc(NS(C)(=O)=O)c2)CC1c1ccc(F)cc1 (stereo unspecified) | · | -6.8 | -8.6
CCc1nc2ccc(C(=O)NCCOc3ccc(OC)cc3)cn2c1N(C=O)Cc1ccc(OC)cc1 | 1.3 | -0.7 | -2.6
COC(=O)c1ccc(Cn2cnc3c2c(=O)n(CC2CC2)c(=O)n3-c2ccc(Cl)cc2)o1 | · | -5.4 | -4.5
CCc1nc2ccc(C(=O)NCCN3CCOCC3)cn2c1N(CC)CC(=O)N(C)C | 11.2 | -2.7 | -0.8
COc1cccc(-c2cc(C(=O)O)nc3c(-c4ccccc4)c(C)nn23)c1 | -6.8 | · | 6.2
Cc1cccc(S(=O)(=O)N2CCN(c3ncccn3)CC2)c1 | -4.7 | · | -0.7
COc1ccc(CCNc2nnc(Cc3ccccc3)c(=O)[nH]2)cc1OC | -1.3 | -1.9 | 5.6
O=C(c1cc(-c2csc(-c3cccs3)n2)c[nH]1)N1CCCC1 | 0.0 | · | -11.9
CCN1C(=O)N(CCCc2cccnc2)C(=O)C12CCN(CCC1=C(C)CCCC1(C)C)CC2 | 11.8 | -16.2 | -4.6

(continued)
SMILES | NPYLR7 agonist | mcGAS inh | hcGAS lum
CCCCCCc1ccc(C(=O)N(CCOC)CC(=O)N(CCc2c[nH]c3ccccc23)Cc2ccccc2OC)cc1 | 2.3 | -3.1 | 0.0
Cc1ccc(N2CCCC(Nc3ccc4c(c3)CC(=O)N4)C2=O)cc1 (stereo unspecified) | -4.0 | · | 2.2
C#CCOCC(O)CN(CCN1CCOCC1)Cc1ccsc1 (stereo unspecified) | 22.2 | -3.8 | -2.6
CCC(=O)Nc1cccc(-c2nc3cc(C)ccc3o2)c1 | · | -4.0 | 2.6
CN(C1CC1)S(=O)(=O)c1ccc(NC(=O)N2CCOCC2)cc1 | -2.1 | 4.0 | 0.7
CCC(=O)Nc1ccccc1-c1nc2cc(Cl)ccc2o1 | 29.4 | -5.7 | -5.6
CCOCCCN(CC(=O)N(CCc1ccc(OC)c(OC)c1)Cc1ccc(C)s1)C(=O)c1ccccc1C | 7.3 | -2.9 | -2.5
COc1ccc(Nc2nc(N3CCN(c4ccc(F)cc4)CC3)nc3nccnc23)cc1 | 1.3 | · | -0.1
COc1ccc(C2CC(c3ccc(OC)c(OC)c3)=Nc3ncnn32)c(OC)c1 (stereo unspecified) | 4.6&1.4 | -4.0 | 2.0&-8.5
COc1cccc(-c2cc(C(=O)NC(C)CCc3ccccc3)n(-c3ccccc3)n2)c1 (stereo unspecified) | -2.7 | -6.1 | -6.9
O=C(NC1Cc2ccccc2C1)c1cc(COc2cccc(C(F)(F)F)c2)on1 | -4.8 | -4.7 | -9.4
C=CCSc1nc2c(c(=O)[nH]c(=O)n2C)n1Cc1ccccc1Cl | -1.3 | · | -9.4

Sorted by length of the SMILES (largest number first): some entries from above
SMILES | NPYLR7 agonist | mcGAS inh | hcGAS lum
CN(C1CC1)S(=O)(=O)c1ccc(NC(=O)N2CCOCC2)cc1 | -2.1 | 4.0 | 0.7
CCC(=O)Nc1cccc(-c2nc3cc(C)ccc3o2)c1 | · | -4.0 | 2.6
CCC(=O)Nc1ccccc1-c1nc2cc(Cl)ccc2o1 | 29.4 | -5.7 | -5.6

The results go on:
SMILES | NPYLR7 agonist | mcGAS inh | hcGAS lum
CCCCN1C=NS(=O)(=O)c2ccccc21 | 0.6 | · | 10.5
CC(=O)NN(O)C1N(C)C(=O)N(Cc2ccccc2)C1(C)C (stereo unspecified) | -0.3 | -5.2 | -7.7
CC1(C(=O)Nc2ccc(Cl)c(Cl)c2)CCN1C(=O)CCC1CCCC1 (stereo unspecified) | 6.8 | · | 2.6
CCOC(=O)C1CCCN(C(=O)c2cnn(C)c2-c2ccccc2)C1 (stereo unspecified) | 2.0 | 0.7 | 6.9
Cc1cc(F)ccc1Oc1cc(N2CCN(CCN3CCOCC3)CC2)ncn1 | -9.4 | -3.8 | -2.8
CN(Cc1ccc(F)cc1)c1ncnc2cc(-c3ccc(F)cc3)sc12 | 5.1 | · | -7.2
Cc1ccc2oc(-c3ccc(C)c(NC(=O)c4ccccc4C)c3)nc2c1 | 1.8 | · | -1.5
O=C(NS(=O)(=O)c1ccc(Cl)cn1)C1C2CCCCC21 (stereo unspecified) | 0.5&-1.0 | -11.5 | -7.0&-4.2
CCCc1cc(=O)[nH]c(-n2nc(C)cc2NC(=O)c2cc(=O)c3ccccc3o2)n1 | 2.1 | 1.3 | 4.0
CC(Oc1ccccc1)C(=O)Nc1n[nH]c(-c2ccccc2)n1 (stereo unspecified) | 1.2 | · | -8.5
CN(Cc1noc(C2CC2)n1)C(=O)Nc1nc(-c2ccccc2)ns1 | -0.6 | -11.8 | -8.5
CC(=O)CC1(O)C(=O)N(Cc2ccccc2Cl)c2ccc(Br)cc21 (stereo unspecified) | 2.7 | -4.4 | -0.7
CC(C)C1CCN(C(=O)NCc2ccccc2CO)CC1 | -2.2 | · | -3.0
CCSC1CCC(NC(=O)N(C)C(C)c2ccco2)C1 (stereo unspecified) | 2.5 | -9.1 | -11.9
COc1ccc(C(C)=O)cc1N1C(=O)C2C(C1=O)C1C=CC2C12CC2 (stereo unspecified) | -2.5 | · | 3.7
CC(=O)N1CCN=C1SCc1cccc(C)c1 | 3.3 | · | -6.6
Cc1ccccc1N1CCN(S(=O)(=O)c2cccc3ccccc23)CC1 | 0.0 | · | -7.3
CN1CCN(c2ccc(Cl)cc2NC(=O)c2cccc(S(=O)(=O)N3CCCC3)c2)CC1 | -0.8 | · | -6.6
Cc1cc(C)n(-c2cc(NCCNS(=O)(=O)c3ccc(Cl)c(Cl)c3)nc(C)n2)n1 | -5.1 | -8.2 | -6.7
Cc1ccc(OC(C)(C)C(=O)N2CCN(CC(=O)N3CCCC3)CC2)c2c1CCC2 | 0.4 | -6.0 | -1.4
CCOC(=O)c1nn(-c2ccc(C(F)(F)F)cc2)c(=O)c2c(NC(=O)c3ccccc3)scc12 | 0.0 | -3.5 | 2.0
CCc1cccc2c(C(CC(=O)O)c3cccc(F)c3)c[nH]c12 (stereo unspecified) | -4.4 | · | -2.4
Cc1cc(C)cc(N2C(=O)CSC2c2cccc(NC(=O)COCc3ccccc3)c2)c1 (stereo unspecified) | -1.8 | -3.5 | -4.4
COCCN(CC(=O)N(CCc1c[nH]c2ccccc12)Cc1ccc(OC)c(OC)c1)C(=O)COc1ccccc1 | -4.3 | -5.8 | -13.7
